UTI89 phage lysis: protection from phage-mediated lysis, alamar blue read-out – E. coli UTI89, K1F phage, bacterial capsule biogenesis inhibitors (AID 488966); E. coli UTI89 K1F phage lysis, alamar blue, 2 h; higher % means a stronger effect; inhibition, % at 100 µM; hits with a dose series show IC50 in µM; 0.02% of 340,000 active;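 active means phage lysis inhibition, versus mean bacterial control, above a set limit; inconclusive means no clear call, values can overlap the other calls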;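 further: capsule biogenesis inhibitors block K1F phage lysis so surviving cells raise fluorescence; higher fluorescence means more inhibition of phage lysis; actives were called in the ten point dose series up to 300 µM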
MgcRacGAP inhibition: MgcRacGAP GTPase-activating activity inhibitors, confirmation, biochemical, ADP Hunter fluorescence | MgcRacGAP-stimulated Rac1 GTP hydrolysis, ADP Hunter fluorescence; higher % means a stronger effect; GST-tagged Rac1 F28L mutant substrate | one-dose inhibition, % at 30 µM; IC50 in µM for titrated hits | 0.6% of 340,000 active | AID 624330;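 active means first-screen hits whose inhibition reached a set limit at any dose in the follow-up dose series; inconclusive means inhibition above the set first-screen limit but never retested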;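 further: fluorescence reports GDP produced by GAP-driven GTP hydrolysis; strong numbers were not always called active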
SV40 large T antigen: TAg ATPase/helicase activity blockers – biochemical (AID 1903) | 0.39% of 310,000 active | inhibition, % at 20 µM, or IC50 in µM where a hit was titrated | SV40 large T antigen ATPase/helicase inhibition assay; higher % means a stronger effect; in the data active means a potency from the dose series; inconclusive means inhibition mostly from about 32% at the one dose, without a potency; inactive means the rest, 99 in 100 with inhibition below about 32%; further: strong numbers were not always called active
West Nile antiviral: West Nile virus antiviral activity, cell-based, CPE readout (AID 1621); West Nile virus-infected cells, CPE inhibition; higher % means a stronger effect; CPE inhibition, % at 10 µM; hits with a dose series show IC50 in µM; 0.02% of 290,000 active; in the data active means a potency from the dose series; inconclusive means CPE inhibition mostly from about 3.7% at the one dose, without a potency; inactive means the rest, 99 in 100 with CPE inhibition below about 2.2%; further: strong numbers were not always called active
AID2073: disruptors of CaV2.2 binding to Mint1 – biochemical, HTRF (AID 2073). inhibition, % at 20 µM; hits with a dose series show IC50 in µM. HTRF protein-protein interaction, Mint1-CaV2.2; higher % means a stronger effect. 0.19% of 290,000 active; in the data active means inhibition mostly above about 51%, no sharp cut-off; inconclusive means no clear call, values can overlap the other calls; inactive means mostly below about 53%; further: some results filed as inactive read as strong as hits
NTR1 agonist: NTR1-driven beta-arrestin-GFP spot formation – imaging, U2OS cells, high content, primary screen (AID 493036); P30989; agonist mode; activation, % at 20 µM; 0.17% of 330,000 active;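 active means activation at or above 40% of the spot to cytoplasm intensity ratio, with at least 20 cells analyzed; inconclusive means wells under 20 cells, flagged as cytotoxic or low count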;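 further: 0% = DMSO without peptide and 100% = 100 nM NTR1 peptide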
Target sequence (P30989 whole entry, looked up): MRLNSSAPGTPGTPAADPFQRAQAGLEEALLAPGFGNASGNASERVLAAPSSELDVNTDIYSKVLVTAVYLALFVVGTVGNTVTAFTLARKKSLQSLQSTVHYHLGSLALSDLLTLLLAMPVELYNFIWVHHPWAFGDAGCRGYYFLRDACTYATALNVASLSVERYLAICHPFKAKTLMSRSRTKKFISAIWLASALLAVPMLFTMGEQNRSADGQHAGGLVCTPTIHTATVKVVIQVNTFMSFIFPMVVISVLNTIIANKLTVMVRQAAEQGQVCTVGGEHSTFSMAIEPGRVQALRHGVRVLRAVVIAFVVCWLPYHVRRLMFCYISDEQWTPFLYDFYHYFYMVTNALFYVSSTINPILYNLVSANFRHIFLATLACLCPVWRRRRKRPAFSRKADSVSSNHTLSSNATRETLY
SIAH1 antagonists: Siah-1 peptide-binding antagonists, primary screen, biochemical, fluorescence polarization, rhodamine-plectin, uHTS (AID 1817); displacement, % at 20 µM, or IC50 in µM where a hit was titrated; Siah-1 / rhodamine-plectin peptide fluorescence polarization; higher % means a stronger effect; 0.02% of 290,000 active;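 active means displacement of at least 50% at 20 µM, with a fluorescence ratio check between 0.3 and a set limit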;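 further: plate controls were Siah plus tracer with DMSO for no effect and tracer alone without Siah for full effect; strong numbers were not always called active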
RSV CPE inhibition: RSV antiviral activity via CPE protection, HEp-2 cells, primary 10 µM value included (AID 2391); HEp-2 cells, RSV-induced CPE inhibition; higher % means a stronger effect; CPE inhibition, % at 10 µM; hits with a dose series show IC50 in µM; 0.13% of 310,000 active; in the data active means a potency from the dose series; inconclusive means CPE inhibition mostly from about 23% at the one dose, without a potency; inactive means the rest, 99 in 100 with CPE inhibition below about 21%; further: strong numbers were not always called active
Dengue-2 NS5 capping: Dengue-2 NS5 methyltransferase inhibitors, primary screen, biochemical, confirmation dose response (AID 588689); one-dose inhibition, % at 25 µM; IC50 in µM for titrated hits; 0.3% of 340,000 active; Dengue-2 NS5 methyltransferase capping enzyme assay, biochemical; higher % means a stronger effect; in the data active means a potency from the dose series; inconclusive means inhibition above about 29% without an active follow-up result
NTR1 agonist cell count 20 µM: also measured in NTR1 agonist; calls as there; cell count; measured here: cell count, cytotoxicity flag
Dengue-2 NS5 capping pilot replicate: recorded beside Dengue-2 NS5 capping, whose call it bears; inhibition, %; measured here: pilot screen replicate inhibition
Starred values were filed as active, the others as inactive; ? = inconclusive; nt = no result given; [ ] = another dose, or the depositor's remark.

SMILES	UTI89 phage lysis	MgcRacGAP inhibition	SV40 large T antigen	West Nile antiviral	AID2073	NTR1 agonist	NTR1 agonist cell count 20 µM	SIAH1 antagonists	RSV CPE inhibition	Dengue-2 NS5 capping	others
CCOC(=O)N1C(=O)[C@](c2ccc(Cl)cc2)(C(C)C)N1C(=O)OCC	-0.4%	-0.5%	9.9%	-0.3%	-1.8%	12.6	102	8.5%	5.4%	-7.2%
N#C/C(=C\N1CCOCC1)c1ccccc1	-1.9%	2.9%	14.7%	-0.4%	18.5%	-0.2	51	-5.2%	-0.4%	-2.4%
Cn1c(=O)[nH]c(=O)c2c1ncn2CCN1CCOCC1	5.7%	4.3%	1.4%	0.0%	11.0%	-1.4	56	0.4%	1.4%	-4.8%
COc1cccc(Oc2nccc(N(C)C)c2C#N)c1	nt	nt	12.6%	-0.2%	7.4%	-0.4	43	10.1%	1.3%	nt
COc1cccc(NC(=O)CSc2nc3ccccc3nc2N2CCOCC2)c1	-1.8%	-2.8%	0.7%	-0.3%	-6.5%	3.5	94	-0.6%	1.9%	-4.8%
CC(C)CCNC(=O)C(c1ccco1)N(Cc1cccs1)C(=O)Cn1nnc2ccccc21 (stereo unspecified)	0.4%	8.6%	2.0%	-0.6%	1.2%	nt	nt	0.2%	nt	-1.7%
CCOc1ccc(N2C(=O)/C(=C/c3ccco3)N(C)C2=S)cc1	-0.4%	12.6%	11.1%	-0.2%	21.3%	4.6	59	18.9%	3.4%	1.4%
c1coc(-c2nc(-c3ccncc3)no2)c1	3.8%	3.8%	0.2%	0.4%	0.3%	1.6	44	-1.8%	0.5%	-0.7%
O=C(Nc1ccccn1)C1CCCN(c2ncnc3c2nc2n3CCCCC2)C1 (stereo unspecified)	0.1%	9.6%	13.5%	0.8%	14.4%	4.2	58	-0.6%	3.2%	-0.5%
Cc1cc(Cl)c(C)c(S(=O)(=O)N2CCN(CC(=O)N3CCOCC3)CC2)c1Cl	0.3%[50 µM]	8.0%	nt	nt	nt	-0.9	62	nt	0.5%	-6.2%
CCCCCCCCCSc1n[nH]c(N)n1	0.1%	4.5%	3.0%	?	24.3%	-0.7	57	3.8%	0.6%	-8.8%
COc1ccccc1NC(=O)C1CCCN(c2nc(C)cc(C)n2)C1 (stereo unspecified)	0.5%	6.7%	15.6%	-1.2%	-0.6%	0.5	88	7.4%	1.7%	-9.4%
CCn1c(CNC(=O)C(C)(C)C)nc2ccccc21	7.8%	3.4%	9.4%	0.0%	-2.3%	-0.8	58	2.3%	1.5%	-4.1%
COc1ccc(NC(C)=O)cc1NC(=O)CN1CCN(c2ccccn2)CC1	-0.8%[50 µM]	-0.2%	-3.5%	nt	2.7%	2.3	48	3.6%	0.2%	-4.1%
O=c1c2[nH]c3ccc(F)cc3c2ncn1CCC1=CCCCC1	1.1%	8.1%	-3.5%	0.2%	0.6%	-1.2	49	-1.2%	-0.6%	3.1%
O=c1c2c3n(c(=S)nc2[nH]n1-c1ccccc1)CCCCC3	1.6%	15.9%	26.1%	-0.1%	-17.9%	-1.4	63	2.0%	0.2%	1.6%
N#Cc1ccccc1S(=O)(=O)Nc1ccc2c(c1)C(=O)OC2	0.2%	3.0%	2.3%	-0.1%	9.8%	0.3	60	12.5%	2.9%	-2.3%
O=C1CC(/C=C/c2ccc([N+](=O)[O-])cc2)=Nc2ccccc2N1	-0.1%	17.6%	4.8%	0.2%	-15.3%	2.9	53	-1.9%	?	-5.6%
CCC(=O)N1N=C(c2ccccc2)CC1c1ccc([N+](=O)[O-])cc1 (stereo unspecified)	-0.5%[50 µM]	9.3%	11.5%	-1.4%	9.7%	-0.1	45	-9.9%	3.4%	-4.5%
Cc1ccc(O)c(Nc2nc(-c3ccccc3)nc3ccccc23)c1	0.2%	4.6%	6.3%	-0.5%	2.7%	9.5	57	1.7%	2.8%	-2.7%
O=C(NC1CCCCC1)C(c1ccccn1)N(C(=O)c1csnn1)C1CC1 (stereo unspecified)	nt	nt	21.5%	-1.1%	-0.7%	-1.5	13	-1.5%	3.5%	nt
O=C(CSc1nnc(COc2ccc(F)cc2)o1)N1c2ccccc2CCc2ccccc21	2.1%	0.6%	6.8%	-1.0%	-2.4%	3.8	56	-3.6%	16.5%	4.8%
COC(=O)c1c(NC(=O)CCl)sc(C(=O)N2CCOCC2)c1C	0.1%	3.1%	8.6%	0.9%	18.1%	-0.5	62	2.3%	2.5%	-5.7%
O=C(Nc1c(C(=O)N2CCN(c3ccccn3)CC2)oc2ccccc12)c1cccc([N+](=O)[O-])c1	0.5%	11.6%	10.2%	-1.0%	11.2%	1.3	65	0.4%	5.8%	-1.8%
O=C(O)CCSc1nc2ccccc2c(=O)[nH]1	0.3%	6.8%	1.6%	-0.1%	10.1%	0.0	24	13.7%	3.6%	2.7%
O=C(COC(=O)C1COc2ccccc2O1)Nc1ccccc1OC(F)F (stereo unspecified)	0.6%[50 µM]	6.5%	nt	nt	nt	-0.2	54	nt	nt	0.0%
CC(CN(C)C)CN1c2ccccc2Sc2ccccc21 (stereo unspecified)	?	16.4%	14.4%	nt	nt	-3.1	44	nt	-3.0%	-4.4%
NS(=O)(=O)c1ccc(Nc2nc(-c3ccccc3)cs2)cc1	-1.2%	9.3%	17.9%	0.9%	14.1%	4.7	69	-0.4%	?	-0.7%	Dengue-2 NS5 capping pilot replicate=-1.7
Cc1ccc(CCNC(=O)CS(=O)Cc2nc(-c3ccccc3Cl)oc2C)cc1 (stereo unspecified)	-0.1%	6.2%	12.8%	-0.2%	-3.8%	-1.6	55	-0.7%	3.1%	0.0%
CC1CC(C)CN(C(=O)CCNC(=O)Cn2cnc3ccccc3c2=O)C1 (stereo unspecified)	-0.1%	-6.2%	6.1%	1.3%	-5.6%	-1.3	57	1.5%	1.8%	-0.8%
CCCCNS(=O)(=O)c1ccc2nc(-c3cccnc3)cc(C(=O)NC(C)CC)c2c1 (stereo unspecified)	0.9%	2.1%	-13.8%	nt	14.5%	-2.9	52	-4.3%	2.1%	-2.1%
O=C(Cc1ccc(Br)cc1)N(Cc1ccccc1)c1ccccn1	-0.6%	4.2%	-3.5%	-1.0%	7.1%	2.0	31	0.0%	0.9%	-0.8%
COc1ccc(NC(=O)COC(=O)[C@@H](NC(=O)c2c(F)cccc2F)C(C)C)cc1	0.0%	2.9%	10.5%	0.3%	-4.9%	0.9	83	-0.8%	2.3%	-5.3%
Cc1ccc(NC(=O)c2ccc(C)cc2)cc1	0.9%	7.3%	11.6%	nt	nt	-4.1	94	nt	3.6%	-6.4%
COc1cccc(C(=O)NNC(=O)/C=C/c2ccccc2)c1	0.2%	7.8%	9.0%	-0.1%	-5.6%	-0.5	57	2.0%	6.4%	-2.2%
CCOc1ccc(/C=N/OCC(=O)NCc2cccs2)cc1	0.4%	8.0%	-0.6%	-0.7%	-3.5%	-0.2	42	-0.3%	0.6%	-1.3%
CC(C)CNC(=S)NC(=O)c1ccc(Cl)cc1Cl	0.3%	3.7%	24.7%	-0.7%	1.1%	2.6	82	-4.8%	14.6%	2.6%
O=C(CCc1ccccc1)NN1C(=O)C2C3C=CC(O3)C2C1=O (stereo unspecified)	-0.2%	9.0%	2.2%	-0.1%	-5.0%	0.5	42	-1.4%	4.3%	4.6%
CCOC(=O)C1CCCN(c2ncnc3c2cnn3-c2cccc(C)c2)C1 (stereo unspecified)	0.1%	2.1%	0.8%	0.1%	5.9%	0.3	77	3.0%	nt	-1.6%
Cc1ccc2nc(N(CCCN(C)C)C(=O)COc3ccc(Cl)cc3)sc2c1	-0.5%	-5.6%	10.7%	0.0%	-13.9%	5.4	60	-2.7%	-2.5%	-4.6%
Cc1cc(C)c2c(c1)C1(OCCO1)C(=O)N2	0.1%	3.6%	22.8%	1.2%	8.1%	1.1	47	1.9%	3.5%	0.7%
Cc1ccc(C(=O)NNC(=S)Nc2cccc(Cl)c2Cl)cc1[N+](=O)[O-]	-1.1%	9.4%	18.7%	-0.3%	-14.9%	4.6	76	-6.0%	0.9%	-8.1%
O=S(=O)(c1ccc(SCc2ccccc2F)nc1)N1CCCC1	0.7%[50 µM]	8.2%	nt	nt	nt	-1.7	71	nt	3.6%	2.9%
O=c1oc2c(CN3CCCCC3)c(O)ccc2c2c1CCCC2	2.6%	-1.3%	8.9%	-0.9%	27.0%	-1.2	43	-2.1%	1.7%	-1.4%
C[C@H](CO)N1C[C@H](C)[C@@H](CN(C)S(=O)(=O)c2ccccc2)Oc2ccc(NC(=O)Nc3ccccc3)cc2C1=O	1.3%	7.0%	nt	nt	nt	3.8	58	nt	nt	-5.3%	Dengue-2 NS5 capping pilot replicate=-9.8
CNC(=O)c1ccccc1NC(=O)c1c(O)c2c([nH]c1=O)CCCC2	3.6%	6.8%	17.6%	0.2%	9.0%	-3.6	79	2.9%	3.2%	1.6%
COc1ccc(/C=C\C(=O)O[C@@H]2C(O)C(O[C@@H]3OC(C)[C@H](O[C@@H]4OCC(O[C@H]5O[C@H](CO)[C@@H](O)C(O)C5O)C(O)C4O)C(O)C3O)[C@H](OC(=O)[C@]34CCC(C)(C)C[C@@H]3C3=CCC5[C@@]6(C)CC(O)C(O[C@@H]7OC(CO)C(O)[C@H](O)[C@H]7O)[C@@](C)(C(=O)O)C6CC[C@@]5(C)[C@]3(CO)CC4)O[C@H]2C)cc1 (stereo partly specified)	0.8%	6.2%	nt	nt	nt	12.1	44	nt	nt	0.8%
Cc1nc2c([N+](=O)[O-])c(C)c(C)cc2[nH]1	-1.0%	10.4%	4.7%	-1.1%	-10.2%	0.7	37	6.3%	7.1%	1.5%
CC(C)(C)N(NC(=O)c1ccccc1)C(=O)c1ccc(C(=O)N(NC(=O)c2ccccc2)C(C)(C)C)cc1	-0.4%	0.4%	18.1%	0.0%	4.6%	-1.0	71	-5.4%	1.4%	3.2%
Cc1c(C(=O)Nc2ccc(-n3cnnn3)cc2)oc2ccccc12	0.1%	9.7%	18.6%	?	64.8%	0.1	50	4.1%	-1.6%	0.7%
O=C(NCCC1=CCCCC1)C(=O)NCC1OCCCN1S(=O)(=O)c1ccccc1 (stereo unspecified)	3.3%	8.0%	6.5%	-1.1%	5.1%	2.9	56	14.1%	2.2%	-2.9%
COc1ccc(-c2[nH]nc3oc(=O)c(CCO)c(C)c23)cc1	-1.0%	13.7%	15.5%	1.2%	-1.2%	1.2	51	-0.4%	-1.7%	-5.2%
